Dynein transport = blocks dynein driven cargo transport along microtubules | 3617.4 mouse cells, GR-EGFP nuclear translocation imaging; test concentration mostly 20 µM; stimulated with dexamethasone, 1 µM; stronger effect = lower value | z-score, hits read low | 220,000 compounds, 0.47% hits;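 active means plate z-score of nuclear minus cytoplasmic receptor signal below a set negative limit, without overly bright fluorescence or cell loss, cut at about -3.5 in these data, passing the limit was not always enough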;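 further: z-score of nuclear minus cytoplasmic ring GR-EGFP intensity difference per well; some compounds called inactive have numbers as strong as hits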
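Buffer or medium: Induction medium lacking tetracycline, stripped serum | Also added: Dexamethasone agonist, 1.0 µM final, for 30 min | Timing: 48 h induction, 1 h compound, 30 min dex at 37 °C | Detection: Formaldehyde fixation, Hoechst nuclear stain, 10x automated fluorescence imaging | Measure: Nuclear versus cytoplasmic GR-EGFP signal, averaged per well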
MT stabilizer = microtubule stabilizers in HeLa cells; HeLa tubulin immunostaining HCS, 24 h; share of cells brighter than vehicle mean+2SD; % tubulin-high responders, % at 10 µM; 200,000 compounds, 0.83% hits; AID 2205;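 active means plate Z-score above 3 for both tubulin-high and condensed-nucleus cell shares, with cell loss under 80%, at 10 µM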;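 further: anti alpha tubulin signal scored within the nucleus-defined area of each cell; some results filed as inactive read as strong as hits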
P. falciparum M17LAP = P. falciparum M17LAP inhibitors, primary screen, biochemical, fluorogenic H-Leu-NHMec substrate, 1536-well (AID 1619); recombinant M17LAP, H-Leu-NHMec fluorogenic kinetic assay; higher % means a stronger effect; inhibition, % at 30 µM, or IC50 in µM where a hit was titrated; 220,000 compounds, 0.38% hits;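 active means compound inhibiting the enzyme by more than half at any dose during confirmatory dose-response retesting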;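 further: plate controls were full reaction with DMSO carrier for no effect and no enzyme background for full effect; strong numbers were not always called active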
Ins promoter up = MIN6 insulin promoter up-regulation; AID 1625; z-score at 5 µM; 190,000 compounds, 0.3% hits; MIN6 insulin promoter-GFP reporter, high-content imaging; stronger effect = higher value;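 active means z-score above 3 at 5 µM with at least 500 cells counted in the well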
Yfh1-depleted yeast = mitochondrial function rescue without frataxin homolog – Friedreich's ataxia, plus single-dose screen, dose response (AID 1465). 220,000 compounds, 0.074% hits. S. cerevisiae Yfh1-off respiration, WST-1 reduction, 72 h; higher fold induction means a stronger effect. one-dose fold induction at 50 µM; EC50 in µM for titrated hits;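 active means fold induction of absorbance versus untreated yeast above a set limit, then at least 30% activation at any dose in follow-up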;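 further: activators that raise dye reduction in frataxin-depleted yeast; strong numbers were not always called active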
bCat nuc transl = modulators of beta-catenin nuclear translocation. HeLa beta-catenin nuclear translocation, immunofluorescence imaging. nuclear translocation activity, % at 5 µM. 190,000 compounds, 0.3% hits. AID 1665;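 active means nuclear translocation activity above 50% at 5 µM, with a well cell count of 50 or more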;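 further: per-cell ratio of nuclear to cytoplasmic median beta-catenin stain intensity; plate controls were DMSO negative control for no effect and GSK-3 inhibitor IX positive control for full effect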
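Test system: human HeLa cells, native beta-catenin. Compound dosing: 5 µM primary single dose, 0.1% DMSO, 0.02–20 µM confirmation series. Incubation: compound exposure 24 h at 37°C. Detection: beta-catenin immunostaining with DAPI counterstain, 20x imaging, 6 fields/well. Read-out basis: Nuclear/cytoplasmic beta-catenin signal ratio, % activation.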
NOD2 inhibition = NOD2 signaling inhibitors, cell-based, luminescence, uHTS, HEK293 (AID 1566); HEK293 NOD2/NF-kB luciferase reporter, luminescence; higher % means a stronger effect; inhibition, % at 4 µM, or EC50 in µM where a hit was titrated; 290,000 compounds, 0.63% hits; in the data active means inhibition above about 50%; further: many of its hits are not listed in these tables
NOD1 inhibition = NOD1 signaling inhibitors, primary screen, cell-based, luminescence, uHTS (AID 1578); NOD1-driven NF-kB luciferase reporter cells, luminescence; higher % means a stronger effect; inhibition, % at 4 µM; hits with a dose series show EC50 in µM; 290,000 compounds, 1% hits; in the data active means inhibition mostly above about 36%, no sharp cut-off; inactive means mostly below about 34%;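 further: HEK-293T reporter cells stimulated with the NOD1 agonist gamma-tri-DAP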
Autophagy HCS = autophagy modulation, high-content screen; calls only at 10 µM (by protocol); 190,000 compounds, 0.98% hits; MEF GFP-LC3 puncta imaging; test concentration mostly 10 µM;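 active means percentage of spot-positive cells more than 3 SD above its plate mean, without a fluorescence outlier flag or 80% toxicity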;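 further: spot-positive cell cutoff set from DMSO-treated cells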
Dynein transport cytoplasmic EGFP = also measured in Dynein transport; calls as there; z-score; measured here: cytoplasmic GR-EGFP intensity; stronger effect = higher value
Dynein transport nuclear GR-EGFP = recorded beside Dynein transport, whose call it bears; z-score; measured here: nuclear GR-EGFP intensity;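 lower value marks the stronger effect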
Dynein transport cell count = also measured in Dynein transport; calls as there; z-score; measured here: cell count per field
Ins promoter up cell count = further read-out of Ins promoter up, marked with its call; cell count; measured here: cytotoxicity, nuclei count;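 total cells summed across four imaged fields per well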
bCat nuc transl cell count 5 µM = further read-out of bCat nuc transl, marked with its call; cell count; measured here: cell count, cytotoxicity flag
MT stabilizer Hoechst-high % = second read-out of MT stabilizer, no call of its own (marks repeat the call); % Hoechst-high responders; measured here: nuclear condensation Hoechst responders;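 share of cells brighter than vehicle mean plus two SD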
MT stabilizer cytotoxicity % = recorded beside MT stabilizer, whose call it bears; toxicity, %; measured here: cytotoxicity by cell density;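 0% = mean cell density of plate MIN control wells and 100% = no cells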
Autophagy HCS cell loss 18 h = second read-out of Autophagy HCS, no call of its own (marks repeat the call); toxicity, %; measured here: cell loss, nuclei count;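 cell loss after 18 h compound exposure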
The depositor's hits bear a star. An excerpt. The share of hits here may be higher or lower than overall.

CCOCCCNC(=O)C1CCC(CNS(=O)(=O)c2ccc(F)cc2)CC1 (stereo not given) was read as Dynein transport -1.3, MT stabilizer 4.6, P. falciparum M17LAP 2%, Ins promoter up -0.49, Yfh1-depleted yeast inactive, bCat nuc transl -0.3, NOD2 inhibition 14%, NOD1 inhibition -7%, Autophagy HCS inactive, Dynein transport cytoplasmic EGFP -0.17, Dynein transport nuclear GR-EGFP -0.29, Dynein transport cell count 1.5, Ins promoter up cell count 1382, bCat nuc transl cell count 5 µM 1441, MT stabilizer Hoechst-high % 2.8, MT stabilizer cytotoxicity % 11 and Autophagy HCS cell loss 18 h 11.
`N#CC(CO)(Cc1ccc(OC(F)F)cc1)c1nc2ccccc2[nH]1` (stereo not given) gave Dynein transport -0.48, MT stabilizer 3.2, P. falciparum M17LAP -7%, Ins promoter up -0.46, Yfh1-depleted yeast inactive, bCat nuc transl 1.8, NOD2 inhibition -1%, NOD1 inhibition -20%, Autophagy HCS inactive, Dynein transport cytoplasmic EGFP -0.24, Dynein transport nuclear GR-EGFP -0.41, Dynein transport cell count -0.019, Ins promoter up cell count 1274, bCat nuc transl cell count 5 µM 920, MT stabilizer Hoechst-high % 2.8, MT stabilizer cytotoxicity % 5.9 and Autophagy HCS cell loss 18 h 8.
Screening CCc1ccc2c(c1)c(N=NC1=NC(=O)CS1)c(O)n2CC returned Dynein transport -0.53, MT stabilizer 1.8, P. falciparum M17LAP 4%, Ins promoter up 0.06, Yfh1-depleted yeast inactive, bCat nuc transl -1.2, NOD2 inhibition 31%, NOD1 inhibition -14%, Autophagy HCS inactive, Dynein transport cytoplasmic EGFP -0.22, Dynein transport nuclear GR-EGFP -0.32, Dynein transport cell count 1.2, Ins promoter up cell count 1567, bCat nuc transl cell count 5 µM 1413, MT stabilizer Hoechst-high % 0.6, MT stabilizer cytotoxicity % 0.9 and Autophagy HCS cell loss 18 h -4.
`C=CCn1c(SCC(=O)NCCC2=CCCCC2)nc2ccc(Cl)cc2c1=O` gave Dynein transport 0.41, MT stabilizer 2.1, P. falciparum M17LAP -6%, Ins promoter up 0.11, Yfh1-depleted yeast inactive, bCat nuc transl 0.9, NOD2 inhibition -3%, NOD1 inhibition 39%, Autophagy HCS inactive, Dynein transport cytoplasmic EGFP -0.17, Dynein transport nuclear GR-EGFP -0.072, Dynein transport cell count 0.1, Ins promoter up cell count 1314, bCat nuc transl cell count 5 µM 1296, MT stabilizer Hoechst-high % 1.6, MT stabilizer cytotoxicity % 6.8 and Autophagy HCS cell loss 18 h 31.
`O=C(COC(=O)/C=C/c1cccc(F)c1)Nc1ccccc1-c1ccccc1` gave Dynein transport -0.035, MT stabilizer 0.9, P. falciparum M17LAP 0%, Ins promoter up 0.3, Yfh1-depleted yeast inactive, bCat nuc transl -5.3, NOD2 inhibition -3%, NOD1 inhibition 56%, Autophagy HCS inactive, Dynein transport cytoplasmic EGFP -0.3, Dynein transport nuclear GR-EGFP 0.12, Dynein transport cell count -0.29, Ins promoter up cell count 1286, bCat nuc transl cell count 5 µM 558, MT stabilizer Hoechst-high % 3.5, MT stabilizer cytotoxicity % 8.3 and Autophagy HCS cell loss 18 h 9.
Screening CCOc1ccc(-n2c(SCC(=O)Nc3cc(C)on3)nnc2-c2c[nH]c3ccccc23)cc1 returned Dynein transport 0.24, MT stabilizer 1.7, P. falciparum M17LAP -35%, Yfh1-depleted yeast inactive, NOD2 inhibition 26%, NOD1 inhibition -1%, Autophagy HCS inactive, Dynein transport cytoplasmic EGFP -0.14, Dynein transport nuclear GR-EGFP 0.52, Dynein transport cell count -1.4, MT stabilizer Hoechst-high % 1.4, MT stabilizer cytotoxicity % 5.6 and Autophagy HCS cell loss 18 h -14.
For CNC(=O)c1cc2c(ccc3ccccc32)oc1=N the results were Dynein transport -0.34, MT stabilizer 2.7, P. falciparum M17LAP -80%, Ins promoter up 0.65, Yfh1-depleted yeast inactive, bCat nuc transl 0.3, NOD2 inhibition 12%, NOD1 inhibition 9%, Autophagy HCS inactive, Dynein transport cytoplasmic EGFP 0.46, Dynein transport nuclear GR-EGFP -0.13, Dynein transport cell count -0.17, Ins promoter up cell count 937, bCat nuc transl cell count 5 µM 1142, MT stabilizer Hoechst-high % 1.6, MT stabilizer cytotoxicity % 3.7 and Autophagy HCS cell loss 18 h 4.
Screening NC(Cc1ccc(O)c([N+](=O)[O-])c1)C(=O)O (stereo not given) returned Dynein transport -0.75, MT stabilizer 2.5, P. falciparum M17LAP 3%, Ins promoter up 1.3, Yfh1-depleted yeast inactive, NOD2 inhibition -21%, NOD1 inhibition 26%, Autophagy HCS inactive, Dynein transport cytoplasmic EGFP -0.32, Dynein transport nuclear GR-EGFP -0.82, Dynein transport cell count 1, Ins promoter up cell count 1123, MT stabilizer Hoechst-high % 2.7, MT stabilizer cytotoxicity % 8.0 and Autophagy HCS cell loss 18 h -10.
`O=C(Cc1ccccc1)Nn1c(-c2ccccc2)nc2ccccc2c1=O` gave Dynein transport -0.79, MT stabilizer 2.2, P. falciparum M17LAP -9%, Ins promoter up -0.07, Yfh1-depleted yeast inactive, bCat nuc transl -4.2, NOD2 inhibition 14%, NOD1 inhibition -30%, Autophagy HCS inactive, Dynein transport cytoplasmic EGFP -0.24, Dynein transport nuclear GR-EGFP -0.64, Dynein transport cell count 2.1, Ins promoter up cell count 1339, bCat nuc transl cell count 5 µM 545, MT stabilizer Hoechst-high % 2.2, MT stabilizer cytotoxicity % 5.4 and Autophagy HCS cell loss 18 h 3.
For CCOC(=O)c1nn(-c2ccccc2)c2nnc(Cc3ccc(C)cc3)c(=O)n12 the results were Dynein transport -0.15, MT stabilizer 2.5, P. falciparum M17LAP 7%, Ins promoter up 0.05, Yfh1-depleted yeast inactive, bCat nuc transl -1.9, NOD2 inhibition 14%, NOD1 inhibition -11%, Autophagy HCS inactive, Dynein transport cytoplasmic EGFP -0.18, Dynein transport nuclear GR-EGFP 0.037, Dynein transport cell count -0.7, Ins promoter up cell count 1361, bCat nuc transl cell count 5 µM 522, MT stabilizer Hoechst-high % 3.8, MT stabilizer cytotoxicity % 1.2 and Autophagy HCS cell loss 18 h -11.
Screening CCOC(=O)Cc1csc(NC(=O)CSc2nnnn2-c2ccc(C)cc2C)n1 returned Dynein transport -0.084, MT stabilizer 1.8, P. falciparum M17LAP 21%, Ins promoter up 0.1, Yfh1-depleted yeast inactive, bCat nuc transl 0.4, NOD2 inhibition 2%, NOD1 inhibition -6%, Autophagy HCS inactive, Dynein transport cytoplasmic EGFP -0.2, Dynein transport nuclear GR-EGFP 0.29, Dynein transport cell count 0.083, Ins promoter up cell count 1182, bCat nuc transl cell count 5 µM 503, MT stabilizer Hoechst-high % 2.1, MT stabilizer cytotoxicity % 4.1 and Autophagy HCS cell loss 18 h 4.
Screening CCCOC(=O)Nc1nnc(CCC)s1 returned Dynein transport 0.13, MT stabilizer 3.2, P. falciparum M17LAP 0%, Ins promoter up 0.19, Yfh1-depleted yeast inactive, bCat nuc transl 1.5, NOD2 inhibition -18%, NOD1 inhibition -16%, Autophagy HCS inactive, Dynein transport cytoplasmic EGFP 0.43, Dynein transport nuclear GR-EGFP 0.14, Dynein transport cell count 0.5, Ins promoter up cell count 941, bCat nuc transl cell count 5 µM 1137, MT stabilizer Hoechst-high % 1.8, MT stabilizer cytotoxicity % 3.2 and Autophagy HCS cell loss 18 h 11.
Screening Clc1ccc(-n2nnnc2CN2CCCCC2)cc1Cl returned Dynein transport 0.13, MT stabilizer 1.8, P. falciparum M17LAP 9%, Ins promoter up 0.07, Yfh1-depleted yeast inactive, bCat nuc transl 1.0, NOD2 inhibition 5%, NOD1 inhibition -20%, Autophagy HCS inactive, Dynein transport cytoplasmic EGFP -0.23, Dynein transport nuclear GR-EGFP -0.46, Dynein transport cell count 0.42, Ins promoter up cell count 1719, bCat nuc transl cell count 5 µM 1036, MT stabilizer Hoechst-high % 2.4, MT stabilizer cytotoxicity % 8.4 and Autophagy HCS cell loss 18 h -5.
For Cc1ccccc1C(=O)N1CCN(c2ccc(NC(=O)c3cccnc3Cl)cc2)CC1 the results were Dynein transport -0.09, MT stabilizer 3.0, P. falciparum M17LAP 13%, Ins promoter up -0.25, Yfh1-depleted yeast inactive, bCat nuc transl 0.1, NOD2 inhibition 5%, NOD1 inhibition -7%, Autophagy HCS inactive, Dynein transport cytoplasmic EGFP -0.3, Dynein transport nuclear GR-EGFP -0.002, Dynein transport cell count 1.5, Ins promoter up cell count 1707, bCat nuc transl cell count 5 µM 899, MT stabilizer Hoechst-high % 2.2, MT stabilizer cytotoxicity % 7.8 and Autophagy HCS cell loss 18 h 0.
`O=C(CCn1nnc2ccccc21)N1CCN(c2ccccc2)CC1` gave Dynein transport 1.7, MT stabilizer 2.2, P. falciparum M17LAP 4%, Ins promoter up -0.43, bCat nuc transl -3.3, NOD2 inhibition -12%, NOD1 inhibition 7%, Autophagy HCS inactive, Dynein transport cytoplasmic EGFP -0.21, Dynein transport nuclear GR-EGFP 1.4, Dynein transport cell count -1.2, Ins promoter up cell count 1152, bCat nuc transl cell count 5 µM 976, MT stabilizer Hoechst-high % 3.2, MT stabilizer cytotoxicity % 8.3 and Autophagy HCS cell loss 18 h 10.

Bioassay records as filed in PubChem.
